MC4R barr agon: activates human MC4R beta-arrestin recruitment. 0.98% of 360,000 active. activation, % at 8.9 µM. U2OS MC4R beta-arrestin complementation, luminescence; percent of melanotan II response, DMSO zero. AID 540308. P32245;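 active = activation above a per-plate cutoff, the mean activation of sample wells on that plate plus 3 SD, cut at about 8% in these data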
H9c2 protect: myocardial damage modulation in H9c2 cells | protection from H2O2 cell death, % at 20 µM | 0.63% of 360,000 active | H9c2 cardiomyocytes, H2O2 injury protection, ATPLite, 2 h | AID 588492;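 active = compounds giving at least 50% protection of heart cells from peroxide-induced death in the single-dose screen, raw or plate-pattern-corrected value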;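 also: 0% = DMSO wells with peroxide and 100% = DMSO wells without peroxide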
CaV13 FRET inh: Primary screen for inhibitors of IQ motif and Ca2+-dependent inactivation inhibitor domain binding in CACNA1D, Förster resonance energy transfer in living cells, …; 0.098% of 340,000 active; inhibition, % at 12.3 µM; HEK cells, CFP/YFP FRET ICDI-IQ, plate reader, 10 min; percent FRET-ratio fall versus neutral wells;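 active = mean replicate inhibition of at least 30% and at least 1% of replicates passing that level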;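 also: 0% = median of the neutral control wells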
Granule exo inh: lytic granule exocytosis inhibition. TALL-104 LAMP-1 surface exposure, flow cytometry; cells stimulated with thapsigargin and PMA. inhibition, % at 10 µM. 0.66% of 360,000 active;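 active = inhibition above about 55%, limit read from the data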
HTR2A ag: activates the mouse 5-HT2A serotonin receptor. activation, % at 7.6 µM. CHO-K1 mHTR2A beta-arrestin complementation, luminescence; percent of 30 µM serotonin response. 0.66% of 360,000 active;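 active = activation above a run cutoff, the mean activation of all tested compounds plus 3 SD, cut at about 14% in these data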;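 also: 0% = plate median of compound wells and 100% = 30 µM serotonin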
ABCB6 inh MLPCN: inhibitors of human ABC transporter ABCB6. Q9NP58. AID 602162. K562-ABCB6 porphyrin accumulation, flow cytometry, 1 h; hits give low values. 0.19% of 360,000 active. fluorescence ratio to DMSO, % at 10 µM;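 active = fluorescence ratio to DMSO below 75%, the collection mean minus 3 SD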;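 also: signal is porphyrin accumulated inside mitochondria; 100% equals median channel fluorescence of DMSO control wells; lower ratio means ABCB6 inhibition with less porphyrin fluorescence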
PDI inh: blocks human protein disulfide isomerase activity | 0.052% of 350,000 active | inhibition, % at 10 µM | AID 588391 | P07237 | PDI insulin aggregation turbidity, A650, 90 min;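 active = mean inhibition across replicates of 30% or more, whatever share of single replicates reach that level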;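 also: absorbance from insulin aggregation driven by PDI reduction with DTT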
MC4R antagonist: human MC4R antagonism in cAMP assay; P32245; MC4R-expressing cells, MTII-stimulated cAMP, LANCE TR-FRET; inhibition, % at 6.5 µM; 0.48% of 360,000 active; AID 540295;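 active = inhibition above its plate's cutoff, the mean of tested wells on that plate plus 3 SD, cut at about 29% in these data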;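 also: 0% = Melanotan II alone and 100% = Melanotan II plus saturating MCL0020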
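Material: human MC4R-expressing U2OS cells. Probe or stimulus: Melanotan II challenge. Dosing: 6.5 µM single dose. Times: 30-min compound, 1-h challenge, 1-h detection, room temperature. Technique: TR-FRET with Eu-cAMP and labeled anti-cAMP, 671 nm. Replication: singlicate.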
N-glyco inh: blocks N-linked glycosylation in D54 reporter cells | D54 ERlucT glycosylation luciferase reporter, 24 h; percent of 100 nM tunicamycin response | reporter increase, % at 12.5 µM | 0.23% of 360,000 active | AID 588692;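 active = mean luciferase reporter signal, scaled so untreated is 0 and the glycosylation-blocking control 100, at or above a set limit in every replicate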;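 also: luciferase carries N-glycosylation sites so blocking glycosylation raises the light; 0% = median of neutral control wells and 100% = median of 100 nM tunicamycin wells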
ABHD5 PLIN5 PPI: inhibitors of human ABHD5-perilipin-5 interaction; Split G. princeps luciferase complementation, luminescence, 4 h; inhibition, % at 4 µM; 0.78% of 360,000 active;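 active = inhibition above the mean inhibition across every tested compound plus 3 SD, cut at about 22% in these data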;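 also: 0% = DMSO only wells and the 100% control is not disclosed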
Target sequence (Q00G26 whole entry, looked up): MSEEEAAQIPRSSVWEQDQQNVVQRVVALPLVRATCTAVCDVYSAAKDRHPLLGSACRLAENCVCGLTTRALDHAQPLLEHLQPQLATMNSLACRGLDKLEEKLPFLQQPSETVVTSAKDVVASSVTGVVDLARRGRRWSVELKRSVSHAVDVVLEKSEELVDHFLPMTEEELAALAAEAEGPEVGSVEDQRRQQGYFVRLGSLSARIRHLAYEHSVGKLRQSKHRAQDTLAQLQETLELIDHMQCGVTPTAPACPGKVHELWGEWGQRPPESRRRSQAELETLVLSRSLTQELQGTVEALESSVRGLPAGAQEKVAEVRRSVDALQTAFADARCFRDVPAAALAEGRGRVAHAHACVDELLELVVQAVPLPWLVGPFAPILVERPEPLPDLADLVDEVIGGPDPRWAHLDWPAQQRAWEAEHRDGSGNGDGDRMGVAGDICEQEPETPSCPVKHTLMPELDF
Target sequence (Q8WTS1 whole entry, looked up): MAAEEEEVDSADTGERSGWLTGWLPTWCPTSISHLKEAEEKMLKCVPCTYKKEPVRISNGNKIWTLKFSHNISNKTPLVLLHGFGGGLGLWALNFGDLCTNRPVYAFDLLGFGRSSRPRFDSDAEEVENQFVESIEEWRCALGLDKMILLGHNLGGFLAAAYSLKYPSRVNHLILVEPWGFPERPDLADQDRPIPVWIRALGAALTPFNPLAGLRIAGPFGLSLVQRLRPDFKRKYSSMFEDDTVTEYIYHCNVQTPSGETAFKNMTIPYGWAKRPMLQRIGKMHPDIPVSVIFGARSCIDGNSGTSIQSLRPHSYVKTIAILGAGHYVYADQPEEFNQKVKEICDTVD
* hit, by the source's call; . = not tested or not shown. Not a hit list; about 4.2% have a hit in one of these screens.

canonical_smiles,MC4R barr agon,H9c2 protect,CaV13 FRET inh,Granule exo inh,HTR2A ag,ABCB6 inh MLPCN,PDI inh,MC4R antagonist,N-glyco inh,ABHD5 PLIN5 PPI
Cc1ccc(NC(=O)c2nccnc2C(=O)O)cc1C,-1.3,-12,-7,-8,-2,89,4,5,0,-9
CC(C)CC1=NN(C(=O)c2ccco2)C(O)(C(F)(F)F)C1 (configuration not stated),-1.2,6,-4,15,-1,96,5,4,-2,1
O=C(NCc1ccco1)C(c1ccccc1)N(C(=O)Cc1cccs1)c1cccnc1 (configuration not stated),-2.8,1,-13,0,-3,99,5,29*,1,6
COC(=O)c1ccc(Cn2c(C)c(C(=O)NCc3cccc([N+](=O)[O-])c3)sc2=O)o1,-1.0,18,23,5,-6,102,10,0,2,-2
CCOc1ccccc1C(=O)NN1CCOCC1,-1.4,11,-2,2,-1,104,-10,0,1,3
COc1ccccc1CC(O)CC1c2c(cc3c(c2OC)OCO3)CCN1C (configuration not stated),-1.3,1,-4,23,-4,97,-1,7,1,4
CCc1nnc(NC(=O)c2ccc(-c3cccc(C(F)(F)F)c3)o2)s1,-0.6,1,-5,-5,0,97,-5,7,3,0
COc1ccc(CCNC(=O)C2CC(=O)N(c3ccc(C(C)(C)C)cc3)C2)cc1OC (configuration not stated),-2.7,-2,-4,0,0,98,0,-8,-1,10
COc1ccc(/C=N/NC(=O)c2cccc(NC(=O)c3ccc(F)cc3)c2)c(C(=O)O)c1OC,-1.9,7,-3,-2,0,96,-10,-4,0,2
CCOC(=O)C1(Cc2cccc(OC)c2)CCN(CC=C(C)C)CC1,0.5,-4,-3,-1,-3,99,-1,-4,-2,2
O=S(=O)(NCc1c(Cl)cccc1Oc1ccccc1)c1ccc(F)cc1,3.2,-5,-4,3,-3,101,6,16,-3,7
COc1ccc(OCC(=O)N2CCN(C(=O)c3cccs3)CC2)cc1,-1.0,2,0,-2,-2,95,-2,1,-2,0
O=C(CSc1nnnn1C1CC1)N1CCN(c2ccccc2F)CC1,0.5,-2,-5,3,-1,112,4,-3,3,-3
COCCN(C(=O)COC(=O)c1oc2ccc(OC)cc2c1C)c1c(N)n(Cc2ccccc2)c(=O)[nH]c1=O,-2.2,-2,.,1,3,99,-5,-4,3,-5
CC1CCCCC1NC(=O)c1ccc(S(=O)(=O)NCc2ccco2)cc1 (configuration not stated),1.1,-2,-11,1,2,89,3,16,-2,-12
CCN(CC)CCNC(=O)Cn1cnc2sc(C)c(S(=O)(=O)N3CCN(c4ncccn4)CC3)c2c1=O,-1.4,1,-5,0,4,101,-8,-2,1,6
CC(=O)Nc1ccc(OC(=O)c2cccnc2)cc1,-1.1,16,-5,-1,-1,92,-2,1,3,0
O=C(N/N=C/c1ccccc1Cl)c1nc2ccc([N+](=O)[O-])cc2c(=O)[nH]1,-2.8,11,1,4,-3,101,2,5,-1,-8
O=S(=O)(Oc1ccccc1C(=S)N1CCOCC1)c1ccc(Cl)cc1,-1.3,4,-5,-11,-6,100,8,7,-1,1
Cc1ccc(C(=O)Nc2c(C)cc(C)c3cccnc23)cc1,-1.6,-10,-4,2,2,94,0,4,1,0
COc1cccc(CN(C)Cc2cc(=O)oc3c(C)c(C)ccc23)c1,2.7,-14,-13,2,8,97,2,16,-9,9
CCOC(=O)CSc1nc(C(C)(C)C)nc2ccccc12,5.0,-9,-4,15,0,102,-5,7,0,-2
Cc1cc(C)cc(S(=O)(=O)Cc2noc(C(=O)NCc3ccccc3)c2C(=O)NCc2ccccc2)c1,-1.3,-22,-10,10,-3,96,-5,6,-4,-6
COc1ccc(CN(C)C(=O)c2ccccc2Sc2ccccc2C#N)cc1OC,-1.5,4,-5,-21,0,96,3,0,-2,0
CCOC(=O)Nc1ccc2c(c1)nc(CN1CCN(C(C)=O)CC1)n2C,-0.4,0,-6,2,2,99,3,9,0,-2
CCCCC[C@H]1CN(C2CCCCC2)C(=O)[C@@H]1CC(=O)NCc1ccccc1,0.8,-4,-10,-1,-9,98,-2,6,-4,12
CCCC(=O)Nc1nc(-c2ccc3c(c2)OCCO3)cs1,-1.4,4,-6,2,16*,98,-7,1,-4,-4
O=C(COc1ccc(Cl)cc1Cl)N1CCCN(C(=O)COc2ccc(Cl)cc2Cl)CC1,-0.4,5,-5,3,3,93,4,16,5,20
Cc1c(N2CCCCC2)[nH]c2ccccc12,-0.4,-1,-5,7,6,100,6,12,0,10
Cc1ccc(NC2CC(C)NC(=S)N2)cc1 (configuration not stated),-0.3,-10,4,-6,2,104,2,26,0,1
COC(=O)Nc1ccc(S(=O)(=O)N2CCC(Cc3ccccc3)CC2)cc1,0.3,-28,-3,0,-2,93,18,-4,-1,0
O=C(Nc1cccc(C(=O)O)c1)/C(=C/c1ccc([N+](=O)[O-])cc1)NC(=O)c1ccccc1,-1.7,-2,1,-3,3,81,0,-2,2,3
CCc1ccc2[nH]c(=O)c(C(c3nnnn3CC3CCCO3)N3CCN4CCCC4C3)cc2c1 (configuration not stated),1.4,9,-5,-3,-6,91,-3,10,1,3
O=C(C1=C[C@H](c2ccc(C(F)(F)F)cc2)C[C@H](OCCCCO)O1)N1CCN(Cc2ccccc2)CC1,0.8,-5,-4,6,-2,95,-36,8,-3,11
COC(=O)c1ccc(/C=N/NC(=O)CNc2cccc(C)c2)cc1,-1.6,1,-4,2,2,97,2,-2,1,3
COc1ccccc1C(=O)Nc1ccc(N2CCCCC2)cc1,0.9,-25,.,-8,1,136,-4,11,-12,1
COc1cccc(SCc2noc(C(=O)NCc3ccccc3)c2C(=O)NCc2ccccc2)c1,-1.3,-5,-10,54,-1,92,-3,5,2,1
O=c1c(CN2CCN(Cc3ccccc3)CC2)coc2ccc(Cl)cc12,-1.5,2,-5,4,-2,96,13,2,1,2
COC(=O)c1ccccc1NC(=O)CN(C)S(=O)(=O)c1ccc(OC)c(C)c1,0.5,1,-4,-5,0,89,-5,-5,2,2
Cn1c(=O)c2c(nc(N3CCN(c4ccccn4)CC3)n2Cc2ccccc2Cl)n(C)c1=O,-1.2,14,-8,0,6,99,-1,-2,-3,5

Quoted from the listing:
ABHD5 PLIN5 PPI result of CCCC(=O)Nc1nc(-c2ccc3c(c2)OCCO3)cs1 = -4
N-glyco inh result of Cn1c(=O)c2c(nc(N3CCN(c4ccccn4)CC3)n2Cc2ccccc2Cl)n(C)c1=O = -3

Further compounds follow.
canonical_smiles,MC4R barr agon,H9c2 protect,CaV13 FRET inh,Granule exo inh,HTR2A ag,ABCB6 inh MLPCN,PDI inh,MC4R antagonist,N-glyco inh,ABHD5 PLIN5 PPI
COc1ccc(NC(=O)CCNS(=O)(=O)c2ccccc2F)cc1S(N)(=O)=O,-0.2,-4,-5,-5,5,99,3,9,1,-5
CCOC(=O)C1Cc2c([nH]c3ccccc23)C(C)N1 (configuration not stated),0.5,3,-10,0,1,97,2,-1,3,4
O=C(N/C(=C\c1ccco1)C(=O)N1CCC(O)CC1)c1ccccc1,-1.1,0,-3,-8,2,161,-1,-5,0,1
O=C(COC(=O)CCC(=O)c1ccccc1)Nc1nnc(-c2ccccc2)o1,-3.6,18,-16,-2,2,95,0,6,1,-4
CCCCc1nc2ccccc2[nH]1,-3.0,-5,-17,-2,0,93,-6,0,3,-1
O=C(CCC(=O)Nc1ccc(F)cc1)N/N=C/c1ccc(O)cc1,1.3,0,-4,-20,8,93,1,-2,1,-2
CCCOC(=O)c1ccc(NC(=O)c2ccccc2[N+](=O)[O-])cc1,-1.4,-6,-5,0,-4,93,-12,-4,0,-5
NC(=O)[C@@H]1CCCN1C(=O)[C@@H](Cc1cnc[nH]1)NC(=O)[C@@H]1CCC(=O)N1,-0.5,3,-5,-2,-2,102,5,2,1,-1
CSc1nc(N2CCOCC2)c2ccccc2n1,-1.2,13,-7,-1,-4,98,-9,-4,-2,-8
CC(C)C[C@@H](CNCC(=O)[C@H](C)NC(=O)c1[nH]cnc1C(=O)N[C@H](CN)CC(C)C)NC(=O)c1nc[nH]c1C(=O)N[C@@H](C)C(=O)O,0.8,17,-8,-5,1,103,-6,-5,3,0
CC(=O)NCCNC(=O)C1(C)Cc2c(-c3cccc(C(N)=O)c3)ccnc2O1 (configuration not stated),-0.7,4,-5,-1,7,97,-15,-2,2,4
CN(C(=O)c1cc2sccc2n1C)C1CCCCC1,3.4,-1,-5,-2,0,101,1,-3,-3,-9
Cc1c(NC(=O)C(C)OC(=O)c2cccnc2)c(=O)n(-c2ccccc2)n1C (configuration not stated),-0.8,9,-2,0,7,94,-4,1,1,-2
O=C(C1CCN(S(=O)(=O)c2cccc3cccnc23)CC1)N1CCc2ccccc21,-2.0,17,-4,0,-6,142,-1,-5,-2,5
Clc1ccc(N2CCCCCC2)nn1,-2.1,0,-5,-5,-2,94,-4,15,2,3
O=c1cc(-c2ccccc2)nc(SCc2ccccc2)[nH]1,1.5,9,.,8,-5,98,0,2,0,6
Cc1ccc(C(=O)N/N=C\c2ccccn2)cn1,-0.1,4,-21,2,-4,102,-1,-8,6,0
CN(CC(=O)N1CCc2ccccc21)S(=O)(=O)c1ccc(Cl)cc1,-2.7,-6,-14,-2,-5,92,1,0,2,-4
COC(=O)c1ccccc1NC(=O)CSc1[nH]c(=O)cc(C)c1C#N,-1.3,5,-3,7,-2,105,12,3,1,-1
Cc1ccc(S(=O)(=O)N2CCCC(C(=O)NCC3COCCO3)C2)cc1 (configuration not stated),-0.1,-4,.,-3,6,99,-15,4,1,1
COCCNC(=O)C1CCCN(Cc2cccc(Cl)c2)CC1 (configuration not stated),-0.8,-3,.,2,0,96,13,4,-1,1
Cc1ccc(S(=O)(=O)N/N=C/c2c[nH]c3ccccc23)cc1,-4.0,-19,-5,10,-1,97,12,1,1,2
Cc1cc(Cl)cc(C)c1OCCNCc1ccccc1,2.5,-1,-19,27,21*,101,7,5,-3,-2
COC(=O)Cn1cnc2ccccc2c1=O,-2.5,16,-2,1,-2,98,0,1,0,0
CC(C)Cc1ccc(-c2cc3nc(NCCOc4ccccc4)ccn3n2)cc1,-2.7,-6,-5,-14,-1,99,8,16,-5,-12
Cc1cccc(NC(=O)COc2ccc(Br)cc2/C=N/O)c1,-2.1,-7,-2,-2,-6,100,3,-5,-2,-8
COc1ccccc1-n1c(SCC(=O)NC2CCS(=O)(=O)C2)nc2ccccc2c1=O (configuration not stated),-2.8,-5,-5,2,-3,96,-11,0,0,3
COC(=O)C1=C(CN2CCc3ccccc32)NC(=O)NC1c1cc(C)ccc1C (configuration not stated),-1.4,-6,-4,-11,9,109,13,7,-4,-1

Compound activity as filed in PubChem BioAssay.
